# T cell HTS – T cell immune modulation candidate | 2C CD8+ T cell-vesicle binding, flow cytometry; stronger effect = lower value | calls only at 7 µM | 330,000 tested, 0.068% active;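 active means response, share of CD8 T cells binding vesicles, and their 90th percentile fluorescence all below set limits, cut at about 80% in these data, passing the limit was not always enough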
#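 Incubation: binding step 1.5 h, 37 °C, antibody labelling 20 min, ice; system: murine 2C transgenic CD8+ T lymphocytes; technique: cytometric PE anti-B7-1 and Alexa647 anti-CD8 signals after 1% paraformaldehyde fixation; also added: QL9-charged Drosophila Ld/ICAM-1/B7-1 vesicles; control set: naked versus QL9-loaded vesicles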
# GPR55 activation – GPR55 agonists via beta-arrestin recruitment, primary screen, imaging, U2OS cells, beta-arrestin-GFP redistribution (AID 1961); U2OS GPR55 beta-arrestin-GFP redistribution imaging; higher % means a stronger effect; one-dose activation, % at 10 µM; EC50 in µM for titrated hits; 290,000 tested, 0.048% active;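 active means activation above 40% with more than 50 cells counted in the well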;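 further: U2OS osteosarcoma cells stably expressing GPR55 and beta-arrestin-GFP; plate controls were DMSO negative control for no effect and LPI positive control for full effect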
# NOD1 inhibition – NOD1 signaling inhibitors, primary screen, cell-based, luminescence, uHTS (AID 1578). 290,000 tested, 1% active. inhibition, % at 4 µM, or EC50 in µM where a hit was titrated. NOD1-driven NF-kB luciferase reporter cells, luminescence; higher % means a stronger effect; in the data active means inhibition mostly above about 36%, no sharp cut-off; inactive means mostly below about 34%;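 further: HEK-293T reporter cells stimulated with the NOD1 agonist gamma-tri-DAP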
# NTR1 ag – agonists of NTR1, primary screen, imaging, U2OS cells, beta-arrestin-GFP, high content (AID 493036) | P30989 | NTR1-U2OS beta-arrestin-GFP spot imaging, agonist mode | activation, % at 20 µM | 330,000 tested, 0.17% active;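 active means activation at or above 40% of the spot to cytoplasm intensity ratio, with at least 20 cells analyzed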;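 further: 0% = DMSO without peptide and 100% = 100 nM NTR1 peptide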
# Target sequence (P30989 whole entry, looked up): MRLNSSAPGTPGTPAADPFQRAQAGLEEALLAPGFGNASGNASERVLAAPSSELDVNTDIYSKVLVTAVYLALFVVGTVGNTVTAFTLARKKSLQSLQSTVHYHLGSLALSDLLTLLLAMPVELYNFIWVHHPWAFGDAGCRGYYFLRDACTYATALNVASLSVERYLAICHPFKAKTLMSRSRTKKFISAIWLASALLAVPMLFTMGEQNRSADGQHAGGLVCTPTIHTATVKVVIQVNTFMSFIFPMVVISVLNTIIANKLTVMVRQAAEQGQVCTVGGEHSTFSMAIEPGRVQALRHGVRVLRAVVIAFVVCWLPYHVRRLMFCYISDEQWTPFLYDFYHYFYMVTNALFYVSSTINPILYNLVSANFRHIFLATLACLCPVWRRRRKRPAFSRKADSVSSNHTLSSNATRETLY
# GPR55 antagonists – inhibition of LPI-stimulated GPR55 beta-arrestin translocation – imaging, U2OS, beta-arrestin-GFP, LPI agonist, primary screen (AID 2013). U2OS GPR55 beta-arrestin-GFP translocation imaging, LPI antagonism; higher % means a stronger effect. one-dose inhibition, % at 10 µM; IC50 in µM for titrated hits. 290,000 tested, 0.13% active;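 active means spots per cell inhibited over 60%, with over 100 cells counted and total cytoplasm intensity under 500,000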;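 further: U2OS cells stably carrying GPR55 and arrestin-GFP stimulated by 5 µM LPI near EC80; imaged beta-arrestin-GFP aggregate spots per cell after agonist stimulation; plate controls were LPI-stimulated DMSO wells for no effect and DMSO wells without LPI for full effect; some results filed as inactive read as strong as hits; confirmed hits need IC50 under 10 µM and bright autofluorescent wells are also inconclusive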
# NOD2 inhibition – inhibition of NOD2-driven NF-kB reporter – cell-based, luminescence, uHTS, HEK293 (AID 1566) | HEK293 NOD2/NF-kB luciferase reporter, luminescence; higher % means a stronger effect | inhibition, % at 4 µM; hits with a dose series show EC50 in µM | 290,000 tested, 0.63% active; further: many of its hits are not listed in these tables
# Myeloid diff 2 – myeloid differentiation induction; ER-HoxA9 myeloid progenitors, lysozyme-GFP differentiation, flow cytometry; AID 624256; 360,000 tested, 1% active; calls only at 10 µM;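 active means normalized GFP-positive differentiation at or above the plate's own cutoff, the solvent-only control mean plus 3 SD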;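 further: cells exposed to compound for four days before flow analysis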
# KOR beta-arrestin-1 – kappa opioid receptor activators – cell-based, luminescence, uHTS, primary screen (AID 1777) | KOR beta-arrestin recruitment, luminescence; higher % means a stronger effect | activation, % at 10 µM, or EC50 in µM where a hit was titrated | 280,000 tested, 0.02% active; in the data active means activation above about 50%, passing the limit was not always enough; further: a part of the inactive calls stands beside numbers as strong as those of hits
# KOR beta-arrestin-2 – kappa opioid receptor blockers – cell-based, luminescence, uHTS (AID 1778) | KOR beta-arrestin recruitment, luminescence, antagonist mode; higher % means a stronger effect | 290,000 tested, 0.091% active | inhibition, % at 10 µM; hits with a dose series show IC50 in µM; further: strong numbers were not always called active
# T cell HTS vesicle-bound % – further read-out of T cell HTS, marked with its call; double positive events, %; measured here: CD8+ vesicle-bound cell fraction;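 binding gate set so that unloaded-vesicle control wells show 10% double positive cells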
# NTR1 ag cell count 20 µM – recorded beside NTR1 ag, whose call it bears; cell count; measured here: cell count, cytotoxicity flag
# Myeloid diff 2 GFP+ MAC1+ % – also measured in Myeloid diff 2; calls as there; GFP+ MAC1+ double positive, %; measured here: differentiation confirmed by MAC1 staining
# The depositor's hits bear a star; i = inactive; / = not tested or not shown; + = active, no number; & = joins results of further samples; [ ] = dose if it differs, or a comment. Unless noted, no stated cut-off is given here; in the data, active means inhibition above about 50%; inactive means the rest.
SMILES,T cell HTS,T cell HTS vesicle-bound %,GPR55 activation,NOD1 inhibition,NTR1 ag,NTR1 ag cell count 20 µM,GPR55 antagonists,NOD2 inhibition,Myeloid diff 2,Myeloid diff 2 GFP+ MAC1+ %,KOR beta-arrestin-1,KOR beta-arrestin-2
CCCCc1nnc(SCCSc2nnc(CCCC)n2N)n1N,i,59,-0.1%,-11%,-2.6,51,12%,1%,i,0.3,-0.4%,-20%
COc1ccc(C2=CC(c3ccc(Cl)cc3)n3cnnc3N2)cc1OC (configuration not stated),i,44,-0.3%,-16%,7.4,94,0%,4%,i,0.5,7.1%,-33%
COc1nc(NCCO)nc(Nc2ccccc2F)n1,i,54,-0.3%,-32%,-0.2,49,14%,-17%,i,0.1,-3.6%,-7%
COc1ccc(OCC(=O)OCCN2C(=O)c3ccccc3C2=O)cc1,i,30,-0.2%,-2%,-1.2,88,-6%,10%,+,2.2*,12%,31%
COc1cccc(Nc2nc(C)nc3c2oc2ccccc23)c1,i,49,-0.1%,-11%,1.8,97,0%,10%,i,0.5,-5.4%,8%
COC(=O)c1ccc(NC(=O)CN(C)S(=O)(=O)c2ccc(OC)c(C)c2)cc1,i,25,-0.1%,23%,0.2,68,-9%,20%,i,0.3,2.1%,-74%
O=C(Nc1cccc(C(F)(F)F)c1)Oc1ccccc1N1CCOCC1,i,22,0.2%,-11%,0.7,63,7%,-4%,i,0.4,13%,15%
CC1=CC(C)(C)[N+](C)=CN1c1ccccc1,i,39,0.1%,-30%,2.9,38,-6%,1%,i,1.3,1.2%,-2%
CCOC(=O)n1c(=O)n(Cc2ccc(F)cc2)c2ccccc21,i,39,-0.5%,-21%,2.6,55,12%,7%,i,0.1,-1.6%,-2%
CC1(C)CC2CC(C)(CN2CC(O)c2ccccc2)C1 (configuration not stated),i,61,-0.3%,-10%,0.2,91,11%,3%,i,0.9,-5.8%,7%
O=C(Nc1ccc(F)c(F)c1)c1ccc(F)c(S(=O)(=O)N2CCC3(CC2)OCCO3)c1,i,0,-0.3%,11%,2.2,33,10%,25%,i,0.9,7.1%,9%
Cc1ccc(/C=C/C(=O)Nc2ccncc2)o1,i,35,0.6%,-37%,-1.6,53,-3%,-4%,i,0.9,5.2%,/
CCOC(=O)c1c(C)c2c(=O)[nH]cnc2n1-c1ccccc1,i,52,-0.1%,32%*,1.4,93,4%,17%,i,0.2,-2.7%,24%
CCCCc1ccc(NC(=O)c2ccc(NS(C)(=O)=O)cc2)cc1,i,31,-0.1%,-35%,1.5,48,2%,-14%,+,0.2*,-3.3%,-17%
CCn1cc(C(=O)OCC(=O)c2ccc(Cl)cc2)c(=O)c2ccc(C)nc21,i,32,0.0%,-9%,-0.1,58,-13%,7%,i,0.4,2.6%,-30%
COc1cccc(NC(=O)[C@@H]2CCCN2C(=O)[C@@H]2Cc3ccccc3CN2C(=O)OC(C)(C)C)c1,i,25,-0.1%,6%,1.0,59,13%,-18%,i,5.3,-3.0%,37%
COc1cccc(C(=O)N2CCOCC2)c1OC,i,46,-0.1%,-8%,1.6,49,1%,18%,i,0.6,/,-30%[20 µM]
COc1ccccc1CN1CCCC(CN(CCN(C)C)C(=O)C2CCCC2)C1 (configuration not stated),i,66,0.2%,-5%,-1.3,42,16%,-1%,i,0.1,-1.7%,-39%[20 µM]
COC(=O)c1cc(NC(=S)N2CCN(c3ccccn3)CC2)cc(C(=O)OC)c1,i,25,0.2%,-26%,1.0,30,3%,18%,i,0.4,-0.9%,-33%[20 µM]
CCn1nc(C)c(CNC(=O)CCc2nnc(Cc3c[nH]c4ccccc34)o2)c1C,i,27,-0.3%,-33%,0.2,47,-5%,15%,i,0.0,-3.1%,-11%
CCC/C(=N\NC(=O)CCC(=O)NCc1ccccc1)c1ccccc1,i,21,0.0%,-25%,1.8,89,-5%,14%,i,0.2,-3.3%,12%
CCCc1cc(=O)oc2cc(C)cc(OCC(=O)NC(Cc3c[nH]c4ccc(O)cc34)C(=O)O)c12 (configuration not stated),i,44,0.4%,-11%,-1.0,82,-1%,10%,i,2.1,1.9%,-21%[20 µM]
Cc1ccc(NC(=O)c2cc(-n3cnnc3)ccc2Cl)cc1,i,14,-0.3%,-22%,1.3,74,11%,17%,i,1.8,3.6%,-36%
O=C(CNC(=O)C(c1ccccc1)c1ccccc1)N/N=C\c1ccc(C(=O)O)cc1,i,36,-0.1%,13%,0.0,49,-21%,-68%,i,1.7,6.8%,-42%
Cc1ccc(C(C(=O)NC2CCCC2)N2CCCC(C)C2)cc1 (configuration not stated),i,37,1.8%,4%,-3.1,81,4%,-4%,i,1.9,-1.5%,-9%
O=C(COC(=O)c1cc(-c2ccc(Cl)s2)nc2ccccc12)NCc1ccco1,i,35,0.0%,-10%,3.9,48,2%,3%,i,1.0,-1.6%,14%
COc1ccc(CCNC(=O)CS(=O)Cc2nc(-c3ccccc3F)oc2C)cc1OC (configuration not stated),i,1,-0.2%,0%,-0.9,69,-3%,11%,i,1.7,-6.2%,-20%
CNc1nnc(Sc2ncccc2[N+](=O)[O-])s1,i,32,-0.2%,-4%,0.3,53,12%,19%,i,0.5,-0.6%,22%
CCC(C)NC(=O)CN1C(=O)c2cccc3cccc1c23 (configuration not stated),i,57,-0.2%,-4%,-1.7,49,10%,11%,i,0.9,-1.2%,18%
O=C1/C(=C/c2ccccn2)SC(=S)N1c1ccc(O)cc1,i,17,-0.3%,-1%,0.3,59,-13%,5%,i,0.3,/,-5%
N/C(=N\OC(=O)Nc1ccccc1)c1ccno1,i,27,0.6%,-7%,-0.8,61,10%,-4%,i,1.0,-1.3%,-3%
COc1ccc(NC(=O)c2cccc(NC(=O)c3ccco3)c2)c(OC)c1,i,6,-0.3%,-33%,0.2,36,-5%,-11%,i,1.0,-7.2%,-11%
Cc1ccc(CNC(=O)c2ccc(Cn3nc(C)cc3C)o2)cc1,i,8,1.0%,-27%,-1.5,69,3%,2%,i,8.1,-9.7%,-11%
OC(CN1C2=NCCCN2c2ccccc21)c1ccc(Br)cc1 (configuration not stated),i,2,0.0%,-6%,2.1,46,-4%,12%,i,1.2,-2.9%,-6%
Cc1ccc(S(=O)(=O)NCC2COc3ccccc3O2)cc1 (configuration not stated),i,6,-0.2%,10%,0.6,69,-7%,-4%,i,0.8,-3.1%,-14%
CCCn1c(SCc2nc(-c3cccs3)no2)nnc1-c1ccncc1,i,10,-0.2%,3%,0.6,43,-6%,-2%,i,0.9,-2.1%,19%
O=C(c1ccccc1)c1ccccc1C(=O)c1ccccc1,i,16&16,-0.1%&-0.1%,-6%&-6%,-1.2&0.1,57&49,4%&7%,14%&10%,i,0.4&0.1,6.2%&-1.6%,26%&32%
Cc1ccc(NCc2nnc3n2CCCCC3)c(C)c1,i,47,0.6%,-12%,0.4,75,5%,-8%,i,0.3,-3.3%,1%
O=C(/C=C/c1ccc(Cl)cc1)Nc1ccc(S(=O)(=O)Nc2ncccn2)cc1,i,17,-0.5%,0%,1.7,39,7%,-6%,i,0.2,-3.9%,-22%
COc1ccc(CCNC(=O)C2CCN(Cc3nc(-c4ccccc4C)oc3C)CC2)cc1OC,i,25,0.0%,-7%,2.1,73,7%,14%,i,2.8,3.9%,-16%
O=C(O)CC(NC(=O)C1CCCCC1)c1ccc(OC2CCCC2)cc1 (configuration not stated),i,66,0.5%,65%*,1.4,42,-7%,-18%,i,0.2,14%,-8%
COC(=O)C(NC(C)=O)(Nc1nc2c(C)cc(C)cc2s1)C(F)(F)F (configuration not stated),i,15,-0.1%,-6%,-2.7,53,2%,7%,i,0.3,3.5%,-29%
CC(N)C12CC3CC(CC(C3)C1)C2 (configuration not stated),i,30&64,-0.3%&0.2%,-5%&-30%,0.1&0.9,49&64,-3%&-11%,-8%&8%,i,0.6&1.6,0.7%&1.1%,0%&-12%
CC(=O)c1c[nH]c(C(=O)NCc2cccc(C(F)(F)F)c2)c1,i,18,0.0%,-8%,-1.6,64,3%,-2%,i,0.7,-5.9%,7%
COCCn1c(NCc2ccco2)nc2c1c(=O)[nH]c(=O)n2C,i,46,0.2%,-28%,0.6,21,4%,0%,i,0.1,/,-40%[20 µM]
COc1cc(/C=N/NC(=O)CSCc2ccc([N+](=O)[O-])cc2)cc(OC)c1OC,i,26,-0.1%,17%,-0.2,88,-10%,-2%,i,0.8,1.8%,/
CN(CC1CCOCC1)C(=O)CC1C(=O)NCCN1Cc1cccc(C(F)(F)F)c1 (configuration not stated),/,/,0.2%,-20%,-0.8,58,10%,4%,i,1.1,1.0%,-10%
COCCn1nnnc1CN1CCN(C(=O)c2ccco2)CC1,i,57,0.2%,0%,-2.0,63,19%,-20%,i,0.5,2.4%,-1%
O=C(Cn1cnc2c(nnn2-c2ccccc2)c1=O)NCCc1ccccc1,i,15,-0.1%,-9%,-2.8,55,7%,-11%,i,2.4,-3.1%,-20%
O=C(NCCN1CCCCC1)Nc1ccc(F)cc1F,i,57,0.0%,-9%,0.7,39,-8%,15%,i,0.5,0.1%,-25%[20 µM]
CCCC(=O)Nc1ccc2c(c1)nc1n2CCSC1,i,34,-0.2%,-18%,0.4,84,7%,-3%,i,1.7,2.6%,2%
COc1ccc(S(N)(=O)=O)cc1C(=O)NCCCN1CCN(c2cccc(Cl)c2)CC1,i,13,-0.1%,-2%,1.0,39,18%,-6%,i,0.6,-2.0%,12%
C=CCOc1ccc(CN(C)Cc2nc3cc(C(F)(F)F)ccc3c(=O)[nH]2)cc1,i,25,0.1%,-44%,2.1,35,-10%,-3%,i,0.2,1.9%,-19%

# Of the compounds above, these have an aryl thioether with sulfur outside any ring.
SMILES,T cell HTS,T cell HTS vesicle-bound %,GPR55 activation,NOD1 inhibition,NTR1 ag,NTR1 ag cell count 20 µM,GPR55 antagonists,NOD2 inhibition,Myeloid diff 2,Myeloid diff 2 GFP+ MAC1+ %,KOR beta-arrestin-1,KOR beta-arrestin-2
CCCCc1nnc(SCCSc2nnc(CCCC)n2N)n1N,i,59,-0.1%,-11%,-2.6,51,12%,1%,i,0.3,-0.4%,-20%
CNc1nnc(Sc2ncccc2[N+](=O)[O-])s1,i,32,-0.2%,-4%,0.3,53,12%,19%,i,0.5,-0.6%,22%
CCCn1c(SCc2nc(-c3cccs3)no2)nnc1-c1ccncc1,i,10,-0.2%,3%,0.6,43,-6%,-2%,i,0.9,-2.1%,19%

# Compound activity as filed in PubChem.

# The list is partial; count on the stated rates, not on these rows.
